# NS3 helicase inh: HCV NS3 helicase inhibition; NS3 helicase DNA unwinding, Cy5 molecular beacon fluorescence; AID 1800; 290,000 compounds, 0.56% hits; inhibition, % at 10.9 µM;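 active = inhibition above the mean of all tested compounds plus 3 SD, set per campaign, cut at about 35% in these data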;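 also: 0% = DMSO wells and 100% = thioflavine S control wells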
#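 Compound dosing – single dose, 10.9 µM nominal final, DMSO 0.8% final · System – NS3 helicase fragment of HCV · Buffer or medium – MOPS pH 6.5, MgCl2, DTT, Tween20, BSA · Signal – Cy5 beacon fluorescence read at start and 1 h · Also added – annealed dual-labelled DNA beacon duplex, ATP-started · Schedule – 1 h at 25 °C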
# IDE act: activators of human insulin-degrading enzyme in cells; HEK cells, FAbeta-B cleavage, fluorescence polarization; 0% vehicle, 100% cell-free pure enzyme wells; P14735; 340,000 compounds, 0.073% hits; activation, % at 5.96 µM;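 active = activation above the mean of all tested compounds plus 3 SD, set per screening campaign, cut at about 17% in these data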
# GalR3 antag: blocks the human galanin receptor 3. O60755. HEK293 GalR3-CNG cAMP membrane potential fluorescence; galR3 body fused to GalR1 C-terminus. inhibition, % at 3 µM. 360,000 compounds, 0.44% hits. AID 651719;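 active = inhibition above the screen-wide average plus 3 SD, cut at about 13% in these data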;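 also: forskolin and galanin both at EC90 stimulate the cells; cAMP rise reported by CNG channel membrane potential dye signal; 0% = forskolin plus galanin with DMSO and 100% = forskolin alone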
# Target sequence (O60755 1-299 limits assumed): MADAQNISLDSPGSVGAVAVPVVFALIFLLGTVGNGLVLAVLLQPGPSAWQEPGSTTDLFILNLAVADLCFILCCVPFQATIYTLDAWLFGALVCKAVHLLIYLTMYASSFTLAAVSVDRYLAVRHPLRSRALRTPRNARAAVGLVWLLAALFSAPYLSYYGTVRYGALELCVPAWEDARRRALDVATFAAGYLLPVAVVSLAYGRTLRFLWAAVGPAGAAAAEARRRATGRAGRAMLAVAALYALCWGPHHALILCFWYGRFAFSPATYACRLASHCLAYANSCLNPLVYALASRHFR
# pCIP destab: lowers stability of the mouse p/CIP coactivator protein; F442A p/CIP-EGFP cells, EGFP fluorescence, 16 h; decrease of EGFP signal, % at 10 µM; 290,000 compounds, 0.01% hits;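 active = EGFP signal decrease of at least 30% at 10 µM or well 3 SD below plate mean, unless failing retest; inactive = the rest, including hits failing retest or dose response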; also: some compounds called inactive have numbers as strong as hits; many of its hits are not listed in these tables
# IDE inh: inhibitors of human insulin-degrading enzyme in cells; P14735; HEK cells, FAbetaB cleavage, fluorescence polarization; inhibition, % at 5.59 µM; 320,000 compounds, 0.41% hits;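 active = percent inhibition above the average of all tested compounds plus 3 SD, set per screening campaign, cut at about 16% in these data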;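 also: IDE supplied by intact live HEK cells; FP after avidin binding of uncleaved biotin substrate so inhibition keeps polarization high; 0% = DMSO wells and 100% = 60 µM reference IDE inhibitor Ii1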
# VIM-2 inh: inhibitors of Pseudomonas aeruginosa VIM-2 metallo-beta-lactamase. purified VIM-2, nitrocefin hydrolysis, epi-absorbance fluorescence. inhibition, % at 5.6 µM. 290,000 compounds, 0.89% hits;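 active = inhibition above the mean of all tested compounds plus 3 SD, cutoff set per screening run, cut at about 7.5% in these data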;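 also: red hydrolysis product quenches plate fluorescence so inhibitors raise well fluorescence; 0% = enzyme with DMSO and 100% = DMSO without enzyme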
# IMP-1 inhibitor: inhibitors of Pseudomonas aeruginosa IMP-1 metallo-beta-lactamase; 290,000 compounds, 0.45% hits; AID 1556; purified IMP-1, nitrocefin hydrolysis, epi-absorbance fluorescence; inhibition, % at 5.6 µM;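 active = inhibition above the mean plus 3 SD of all compounds in the same screening run, cut at about 4.5% in these data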;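 also: 0% = IMP-1 with DMSO and 100% = DMSO wells lacking enzyme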
#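 System: Purified IMP-1 | Read-out basis: Percent enzyme inhibition | Controls: IMP-1 with DMSO as 0%, enzyme-free DMSO as 100% | Replicates: One well per compound | Doses: 5.6 µM nominal single concentration | Detection: Epi-absorbance fluorescence, 480 nm excitation, 530 nm emission | Incubation: 25 °C, 15 min preincubation, 25 min reaction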
# CRFBP-R2 block: blocks CRF-induced signaling of the CRF-BP/CRF-R2 complex. HEK293 CRF-R2/CRF-BP, CRF-induced calcium fluorescence. inhibition, % at 11.8 µM. 350,000 compounds, 0.59% hits;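 active = inhibition of the ligand-induced calcium signal above about 50% at the single tested concentration, limit read from the data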
# SUMO HTRF inh: inhibitors of human SUMOylation (UBC9). HTRF SUMOylation assay, SAE1/SAE2 + UBC9, in vitro. inhibition, % at 35 µM. 290,000 compounds, 0.36% hits. AID 2006; in the data active = inhibition above about 50%, passing the limit was not always enough; also: strong numbers were not always called active
# Target sequence (P63279 whole entry, looked up): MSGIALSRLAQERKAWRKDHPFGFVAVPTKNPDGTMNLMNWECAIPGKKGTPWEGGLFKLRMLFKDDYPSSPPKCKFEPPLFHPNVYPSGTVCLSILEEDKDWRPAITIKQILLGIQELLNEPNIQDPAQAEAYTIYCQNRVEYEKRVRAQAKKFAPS
# Active calls of the source: *; . = not tested or not shown; & = joins results of further samples. The list is partial; the hit share may differ from the screen's.
SMILES,NS3 helicase inh,IDE act,GalR3 antag,pCIP destab,IDE inh,VIM-2 inh,IMP-1 inhibitor,CRFBP-R2 block,SUMO HTRF inh
CC(=O)N1CN2CN(C(C)=O)CC(C(=O)c3ccc(Br)cc3)(C2)C1,-6,-1,4,-7,1,-1.4,-1.3,-15,2
CCOC(=O)N1CCC(NC(=O)CCc2nc(C3=CCN(C)CC3)no2)CC1,-1,-5&4,-2&-3,-6,1,-1.6,-0.6,3&-4,-5
COC(=O)C1=C(c2ccc(-c3ccccc3)c(F)c2)C[C@@H]2CC[C@H]1N2C(=O)NCCOc1ccccc1Cl,.,4,-4,.,0,.,.,1,.
CN1/C(=C\C=C2C(=O)NC(=S)NC2=O)C(C)(C)c2ccccc21,6,-204,-2,-803,.,-0.2,1.1,-177,-10
Cn1c(O)c(C(=O)c2ccccc2F)c(=O)n(C)c1=O,-1,6,-4,-12,2,-3.5,0.3,8,10
CCn1c(O)c(/C=N/N2CCOCC2)c(=O)n(CC)c1=S,11,4,-4,-12,0,-5.0,-2.9,-2,10
COc1nc(NCC2CCCO2)nc(N2CC3CC(C2)c2cccc(=O)n2C3)n1 (configuration not stated),4,2,-3,-14,-2,-1.5,-1.9,15,-2
CC12CN3CC(C)(CN(C1)C3c1cccs1)C2O (configuration not stated),-6,5,-6,-3,5,1.3,-4.0,-18,-2
O=c1[nH]c(N2CCN(Cc3ccc4c(c3)OCO4)CC2)nc2c1CCC2,0,3,1,2,4,-1.7,-0.5,4,3
N=Cc1c(O)n(-c2ccc(C34CC5CC(CC(C5)C3)C4)cc2)c(=O)[nH]c1=O,12,6,-7,-12,0,-2.5,-2.1,-28,-10
COc1ccc(CCNCc2ccccc2F)cc1OC,-3,1,-3,0,1,0.7,-0.6,6,-1
CN1C(=O)C(=Cc2coc3ccccc3c2=O)C(=O)N(C)C1=O,6,6,-4,2,4,-1.3,-0.4,-9,18
COP(=O)(OC)/C(C=O)=N/Nc1ccc([N+](=O)[O-])cc1,-1,4,0,-13,-6,-0.9,-1.7,-4,2
Cc1nc2nc(SCC(=O)N3CCC4(CC3)OCCO4)nn2c(C)c1Cc1ccccc1,1,0,-2,3,-1,-4.5,-2.2,27,-5
COc1ccc(CCn2c(O)c(C=NCCN3CCCCC3)c(=O)[nH]c2=O)cc1OC,-2,2,-3,4,2,-2.1,-1.4,-5,1
CCOC(=O)c1sc(/N=C/c2c(O)n(-c3cccc(C)c3)c(=O)[nH]c2=O)c(C#N)c1C,9,-4,0,-18,-1,-2.1,-0.7,-10,5
CN1CCN(c2ncnc(Cl)c2N)CC1,19,-1,-9,1,.,-4.6,-2.6,-4,3
COc1cc(CNCCc2ccc3c(c2)OCO3)ccc1O,-15,5,-10,3,-1,0.9,-0.4,3,16
CCOP(=O)(OCC)/C(C#N)=C/c1ccc(Br)cc1,2,4,-10,9,-5,0.5,-0.2,-9,13
C[C@]12CCC3C(C1CCC2=O)[C@H](O)C[C@H]1C[C@@H](O)CC[C@]31C (some centres not stated),.,1,-5,.,4,.,.,3,.
CN1CC(C#N)C2(O)c3ccccc3CCC2C1 (configuration not stated),2,2,-8,-12,6,-2.3,-3.3,10,6
CC(C)(C)NCC(O)c1cc(Cl)c(N)c(Cl)c1 (configuration not stated),2,-3,24*,-8,1,-3.1,-3.5,-3,7
COc1ccc(CCN(C)Cc2ccc(F)cc2F)cc1OC,2,0,-3,8,-4,-2.5,-5.8,16,-8
CC(=O)Nc1ccccc1C(=O)OCC(=O)c1ccc2ccccc2c1,-5,-2,0,-8,2,1.7,-0.7,-5,-13

# 2 entries picked at random from those above:
SMILES,NS3 helicase inh,IDE act,GalR3 antag,pCIP destab,IDE inh,VIM-2 inh,IMP-1 inhibitor,CRFBP-R2 block,SUMO HTRF inh
COC(=O)C1=C(c2ccc(-c3ccccc3)c(F)c2)C[C@@H]2CC[C@H]1N2C(=O)NCCOc1ccccc1Cl,.,4,-4,.,0,.,.,1,.
Cc1nc2nc(SCC(=O)N3CCC4(CC3)OCCO4)nn2c(C)c1Cc1ccccc1,1,0,-2,3,-1,-4.5,-2.2,27,-5

# (listing goes on)
SMILES,NS3 helicase inh,IDE act,GalR3 antag,pCIP destab,IDE inh,VIM-2 inh,IMP-1 inhibitor,CRFBP-R2 block,SUMO HTRF inh
COC(=O)C1=C(c2ccc(C(C)=O)cc2)C[C@@H]2CC[C@H]1N2C(=O)NCCNC(C)=O,.,-2,2,.,0,.,.,1,.
CC1CCN(c2cc(Br)c([N+](=O)[O-])cc2F)CC1,2,7,-8,4,5,-1.8,-2.2,-4,-39
CCc1ccc(CN2CCN(Cc3ccc(SC)cc3)CC2)cc1,-47,.,50*,4,4,-1.5,1.4,-21,2
CCN1CCN(Cc2ccc(C)cc2)CC1,8,1,-1,-10,-6,-6.1,-2.7,5,20
CN(C)C(=O)Oc1ccc(-c2nnco2)cc1,-1,6,-1,3,6,-0.9,-3.4,-13,2
O=C(CCC(=O)N1C[C@H]2C[C@@H](C1)c1cccc(=O)n1C2)NCc1ccccc1C(F)(F)F,.,-6,1,.,2,.,.,2,.
CN1CCN(Cc2cc(=O)n3ccsc3n2)CC1,7,-1,-1,3,.,-1.6,-0.1,3,-3
OC(CN1CCOCC1)c1csc2ccccc12 (configuration not stated),.,6,0,.,-6,.,.,6,.
CC(=Nc1ccc(F)cc1)c1c(O)n(C)c(=O)[nH]c1=O,2,3,-2,-14,2,0.3,-1.8,9,19
CN1C(=O)C(Cc2ccc(OCc3ccccc3)cc2)C(=O)N(C)C1=O,2,2,-3,1,7,-0.5,-3.2,4,-7
Cc1ccc(Cc2c(C)nc3nc(SCC(=O)N4CCC5(CC4)OCCO5)nn3c2C)cc1,-2,3,-1,-5,0,-2.1,-0.4,-14,11
CCCc1nc2ccccc2c(=O)n1-c1ccccc1OC,5,1,-5,-3,1,0.2,-0.8,-9,2

# Whole records as entered above. Order of values: NS3 helicase inh | IDE act | GalR3 antag | pCIP destab | IDE inh | VIM-2 inh | IMP-1 inhibitor | CRFBP-R2 block | SUMO HTRF inh
# `OC(CN1CCOCC1)c1csc2ccccc12` (configuration not stated) is listed as . | 6 | 0 | . | -6 | . | . | 6 | .
# `CCCc1nc2ccccc2c(=O)n1-c1ccccc1OC` is listed as 5 | 1 | -5 | -3 | 1 | 0.2 | -0.8 | -9 | 2

# Going on with the list:
SMILES,NS3 helicase inh,IDE act,GalR3 antag,pCIP destab,IDE inh,VIM-2 inh,IMP-1 inhibitor,CRFBP-R2 block,SUMO HTRF inh
COc1ccccc1OC(=O)c1ccc(C)c(S(=O)(=O)N2CCOCC2)c1,4,6,-11,-1,2,-6.5,-2.7,-11,9
CC(=O)Nc1cccc([As](=O)(c2cccc(NC(C)=O)c2)c2cccc(NC(C)=O)c2)c1,-8,8,-4,-6,0,-2.4,-3.4,13,-8
C=CCn1c(O)c(/C=C2/C=c3ccccc3=N2)c(=O)[nH]c1=S,10,4,-8,-12,0,0.6,11*,-1,10
C=CCN(CC=C)Cc1c[nH]c2ccccc12,2,.,-8,-3,-11,1.8,-1.0,2,-18
O=c1[nH]c(=O)n(Cc2ccc(F)cc2)c(O)c1C=Nc1ccc(Cl)cc1,0,0,-5,-5,6,-1.0,-1.3,-45,4
CC1=C2[C@H]3OC(=O)[C@@H](C)[C@@H]3CC[C@@]2(C)C=CC1=O,.,6,-5,.,4,.,.,12,.
CC(C)(C)NC(=S)/N=C(\N)N[N+](=O)[O-],4,-3,-3,-11,-7,-3.2,-0.6,-8,11
CC(C)N(CC(O)c1cccc([N+](=O)[O-])c1)C(C)C (configuration not stated),4,4,-4,-12,-7,-2.5,-0.3,-12,5
O=C1NC(=O)C(Cc2cccs2)C(=O)N1,-3,-2,-9,-6,7,-0.8,-4.0,17,22
Cc1ccc2c(c1N)C(=O)c1ccccc1C2=O,.,-3,-7,.,7,.,.,-7,.
CCS(=O)(=O)N1CCCC(C(=O)N2CCC3(CC2)OCCO3)C1 (configuration not stated),-1,3,0,-5,8,-1.4,-0.4,-15,-7
CCN(CC)C(=O)c1ccc(NC(=O)c2cccc(S(=O)(=O)N3CCN(C)CC3)c2)cc1,-4,-4,2,-6,6,-2.3,-2.1,-16,16
CCOC(=O)c1c(/N=C/c2c(O)n(-c3ccc(F)cc3)c(=S)[nH]c2=O)sc2c1CCCC2,2,-2,-3,0,-8,-1.4,-0.5,40,12
Cc1cccc(N2CCN(Cc3ccc4c(c3)OCO4)CC2)c1C,7,3,-11,-6,3,-1.1,-1.8,5,9
O=NN1CCCCC1,.,0,-8,.,-2,.,.,17,.
COC(=O)C1=C(c2ccc3ccccc3c2)C[C@@H]2CC[C@H]1N2C(=O)N1CCOCC1,.,2,3,.,-4,.,.,-3,.
COc1ccc(CN2CCNCC2)cc1,3,2,-6,9,.,0.2,-2.4,0,-4
Cc1cc(OCC(=O)O)c2c3c(c(=O)oc2c1)CCCC3,1,-1,-5,13,-2,4.1,-0.8,-19,27
C=CCN1C(=O)/C(=C/c2ccc(N3CCOCC3)o2)C(=O)NC1=S,16,-11,-11,-34,13,3.5,2.0,-1,21
CC1(c2ccc(Cl)cc2Cl)OCC(Cn2cncn2)O1 (configuration not stated),-5,3,0,0,1,1.4,0.8,28,2
O=c1c(C=NCCN2CCNCC2)c(O)n(C2CCCCC2)c(=O)n1C1CCCCC1,-58,12,.,-5,-1,-5.5,-4.2,-24,9
COC(=O)NC(=C(Cl)Cl)P(=O)(c1ccccc1)c1ccccc1,-5,1,-1,-10,7,-1.1,-3.0,0,19
CN1C(=O)/C(=C\c2ccc(Br)s2)C(=O)NC1=S,35,-10,-9,-4,3,3.3,3.8,-15,0
O=C(c1ccccc1F)c1cn(CC(=O)N2CCOCC2)c2ccccc12,0,-2,-5,1,1,-3.4,3.4,6,12
CCOC(=O)C(O)(c1ccc(NC(=O)Oc2ccccc2)cc1)C(F)(F)F (configuration not stated),0,4,10,-4,5,-1.8,-0.9,-36,-1
CCC(=NCCc1c[nH]c2ccccc12)c1c(O)n(C)c(=O)n(C)c1=O,-11,1,76*,-9,2,1.9,-1.6,-7,14
CCCCCSc1cc(OC)c(CCN)cc1OC,-75,-3,-10,-1,0,-2.3,-4.6,-31,-1

# Compounds from the list above that have a tert-butyl group, in the order listed:
SMILES,NS3 helicase inh,IDE act,GalR3 antag,pCIP destab,IDE inh,VIM-2 inh,IMP-1 inhibitor,CRFBP-R2 block,SUMO HTRF inh
CC(C)(C)NCC(O)c1cc(Cl)c(N)c(Cl)c1 (configuration not stated),2,-3,24*,-8,1,-3.1,-3.5,-3,7
CC(C)(C)NC(=S)/N=C(\N)N[N+](=O)[O-],4,-3,-3,-11,-7,-3.2,-0.6,-8,11

# Source: PubChem BioAssay
